mIAP block = mouse IAP inhibition; hit rate 0.2% among 330,000; AID 2806; inhibition, % at 10 µM; purified mouse IAP, CDP-Star luminescence, 30 min;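 active = inhibition of at least 40% at 10 µM in the primary screen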;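 also: plate controls were DMSO with enzyme for no effect and no enzyme wells for full effect; values of inactives mirror those of a sister screen read the other way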
A3G deaminase = inhibitors of human APOBEC3G DNA deaminase; inhibition, % at 20 µM; recombinant A3G, ssDNA deamination FAM/TAMRA fluorescence; hit rate 0.28% among 330,000;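 active = inhibition of at least 40% at 20 µM, with no more than 30% in the related APOBEC3A deaminase screen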;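 also: plate controls were DMSO wells with A3G for no effect and wells lacking A3G enzyme for full effect; some compounds called inactive have numbers as strong as hits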
Target sequence (Q9HC16 whole entry, looked up): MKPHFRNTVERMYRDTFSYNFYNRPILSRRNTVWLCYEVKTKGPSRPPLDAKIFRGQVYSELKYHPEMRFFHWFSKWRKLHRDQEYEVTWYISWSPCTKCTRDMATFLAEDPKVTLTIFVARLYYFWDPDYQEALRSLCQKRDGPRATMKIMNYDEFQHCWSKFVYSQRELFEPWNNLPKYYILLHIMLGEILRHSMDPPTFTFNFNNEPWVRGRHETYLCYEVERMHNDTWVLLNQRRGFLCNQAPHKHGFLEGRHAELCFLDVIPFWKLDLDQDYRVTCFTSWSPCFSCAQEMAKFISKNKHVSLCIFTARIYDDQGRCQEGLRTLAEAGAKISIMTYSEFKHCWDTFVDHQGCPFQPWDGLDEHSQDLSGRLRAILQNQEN
mIAP act = mouse IAP activation | muIAP, CDP-Star luminescence, 30 min; hits give high values; 1 = vehicle-only enzyme signal, 0 = enzyme-free wells | activation factor at 10 µM | hit rate 0.24% among 330,000 | AID 2805;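 active = activation factor of at least 2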; also: the source names both 10 and 20 µM as test concentration; values of inactives mirror those of a sister screen read the other way
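System: Mouse IAP enzyme | Also added: CDP-Star substrate | Dosing: Compounds dispensed in DMSO | Schedule: 30 min enzyme-substrate-compound incubation at room temperature | Technique: Chemiluminescence readout | Control set: DMSO-only wells and no-enzyme negative control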
hIAP act = increases human intestinal alkaline phosphatase activity. activation factor at 10 µM. AID 2524. hit rate 0.16% among 330,000. purified human IAP, CDP-Star luminescence, 30 min; hits give high values; 1 = vehicle-only enzyme, 0 = enzyme-free background;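 active = activation factor of the enzyme at least 2-fold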; also: the source names both 10 and 20 µM as test concentration; values of inactives mirror those of a sister screen read the other way
GRIN3A LBD mod = NR3A (human) ligand-binding domain modulation; hit rate 2.5% among 340,000; Tm shift relative to glycine control, % at 25 µM; AID 1259313; NR3A LBD differential scanning fluorimetry, Tm shift; 0% = protein alone, 100% = glycine-bound protein;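 active = melting temperature shift of at least 10% of the positive control shift, at one fixed dose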
hIAP inh = human IAP inhibition; P09923; purified IAP, CDP-Star luminescence, 30 min; inhibition, % at 10 µM; hit rate 0.12% among 330,000; AID 2544;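 active = inhibition reaching a set limit with compound at 10 µM in the primary screen, cut at about 35% in these data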;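 also: plate controls were DMSO wells with enzyme for no effect and no-enzyme buffer wells for full effect; values of inactives mirror those of a sister screen read the other way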
A3A deaminase = human APOBEC3A DNA deaminase inhibition. hit rate 0.41% among 330,000. AID 493011. recombinant A3A, FAM/TAMRA ssDNA deamination fluorescence. P31941. inhibition, % at 20 µM;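 active = at least 40% inhibition at 20 µM here, with at most 30% in a related deaminase screen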;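 also: plate controls were A3A with DMSO for no effect and wells lacking A3A enzyme for full effect; some results filed as inactive read as strong as hits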
Target sequence (P31941 whole entry, looked up): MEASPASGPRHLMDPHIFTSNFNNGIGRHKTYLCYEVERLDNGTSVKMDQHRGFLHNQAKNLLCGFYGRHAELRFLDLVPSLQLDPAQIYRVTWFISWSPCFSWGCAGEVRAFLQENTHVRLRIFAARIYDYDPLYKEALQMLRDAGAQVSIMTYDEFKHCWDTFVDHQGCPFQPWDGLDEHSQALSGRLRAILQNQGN
beta cell repl = MIN6 beta-cell proliferation induction; MIN6 cells proliferation, ATPlite luminescence, 48 h; cells starved in 0.2% serum; 100% = growth in 10% serum; proliferation, % at 10 µM; hit rate 0.29% among 330,000;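 active = compounds whose signal lies at least 3.5 SD above the mean of all wells on their plate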;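 also: 0% = DMSO-treated cells in low-serum medium and 100% = 10% serum control; some compounds called inactive have numbers as strong as hits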
MPTP inh = inhibitors of mitochondrial permeability transition pore; isolated mouse mitochondria, Ca2+ swelling absorbance, 30 min; inhibition, % at 10 µM; hit rate 1.4% among 360,000; AID 602449;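 active = inhibition of 50% or more, scaled per plate between neutral and stimulator controls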;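 also: 0% = DMSO wells given calcium and 100% = 1 mM EGTA wells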
Active calls of the source: *; · = no result given.

SMILES | mIAP block | A3G deaminase | mIAP act | hIAP act | GRIN3A LBD mod | hIAP inh | A3A deaminase | beta cell repl | MPTP inh
O=C(CSCC(=O)Nc1cccc([N+](=O)[O-])c1)Nc1ccccc1 | 5 | -8 | 0.95 | 1 | -2 | -3 | -4 | -2 | 6.2
CCCCOc1ccc(-c2nc(=S)[nH][nH]2)cc1 | 6 | -5 | 0.94 | 1.1 | -24 | -12 | -9 | -3 | 20
CC1CCCCN1C(=O)COc1ccc(NC(=O)c2ccco2)cc1 (stereo unspecified) | 4 | -8 | 0.96 | 1 | 1 | 0 | -3 | -3 | 1.6
COCCN(C(=O)c1cc(Cl)ccn1)c1c(N)n(Cc2ccccc2)c(=O)[nH]c1=O | -12 | -7 | 1.1 | 1 | -1 | -3 | -1 | 9 | -2.3
CC12CCC(=O)N1C(C(=O)OCC(=O)Nc1cccc(Br)c1)CS2 (stereo unspecified) | 5 | 0 | 0.95 | 0.94 | 0 | 6 | 8 | -3 | -1.5
Cc1ccccc1NC(=O)Cc1nc(COC(=O)CC(C)c2ccccc2)cs1 (stereo unspecified) | 4 | -3 | 0.96 | 1.1 | 3 | -11 | -3 | -3 | -1.5
O=C(Cn1c(=O)oc2ccccc21)Nc1ccc(F)cc1 | 1 | 1 | 0.99 | 0.96 | 3 | 4 | 12 | -3 | -0.7
Cc1n[nH]c(=O)nc1N1CCc2ccccc2C1 | -1 | -8 | 1 | 1.1 | 1 | -13 | -3 | 0 | -1.0
CN(C)CC(=O)c1ccc(-c2ccccc2)cc1 | 1 | -1 | 0.99 | 0.8 | 0 | 20 | 3 | 1 | 13
N#Cc1ccc(C(=O)N/N=C/c2cn(CC(=O)O)c3ccccc23)c(F)c1 | -15 | 8 | 1.2 | 0.99 | -1 | 1 | 29 | -3 | 1.0
COc1ccccc1S(=O)Cc1ccc(C(=O)NCc2ccccc2Cl)o1 (stereo unspecified) | 1 | -5 | 0.99 | 0.93 | 0 | 7 | -1 | 0 | -1.3
COc1ccc(N(CC(=O)Nc2c(C)cccc2C)S(=O)(=O)c2ccccc2[N+](=O)[O-])c(OC)c1 | 2 | -3 | 0.98 | 0.94 | 2 | 6 | 1 | -3 | -0.3
CS(=O)(=O)Nc1ccc(C2=NN(S(C)(=O)=O)C(c3cccs3)C2)cc1 (stereo unspecified) | 5 | -8 | 0.95 | 0.91 | 0 | 9 | 2 | -3 | 0.5
COc1ccc(-n2nc(C(=O)NCC(=O)N3CCN(c4ccccc4F)CC3)c3ccccc3c2=O)cc1OC | 8 | -3 | 0.92 | 1 | -2 | -4 | -3 | 0 | 1.1
CCn1cc(C(=O)N[C@@H](CCSC)C(=O)NCCCn2ccnc2)c(=O)c2cc3c(cc21)OCO3 | -8 | 17 | 1.1 | 1.1 | -6 | -13 | 1 | -2 | -0.6
O=C(c1cccs1)N(Cc1cc2ccccc2[nH]c1=O)c1ccccc1 | 0 | -1 | 0.99 | 1.1 | -5 | -13 | 2 | 0 | 5.8
CCOCCCNC(=O)C1CCN(Cc2cccc(OCc3ccccc3)c2)CC1 | 10 | -2 | 0.9 | 1.4 | 0 | -36 | 2 | -3 | 2.0
CCOc1ccc(NC(=S)NNC(=O)c2ccc(Br)cc2)cc1 | -5 | -1 | 1.1 | 1.5 | -19 | -46 | -2 | 0 | 7.5
CC(Cc1ccco1)NC(=O)c1cccc(S(=O)(=O)N(C)C)c1 (stereo unspecified) | 6 | -9 | 0.94 | 0.88 | 0 | 12 | -3 | 0 | 4.5
O=C(/C=C/c1ccc2c(c1)OCO2)c1ccccn1 | 12 | -5 | 0.88 | 1.1 | 3 | -6 | -1 | -4 | 2.5
O=C(CSC1=NCCS1)NC(NC(=O)CSC1=NCCS1)c1ccccc1 | 2 | -3 | 0.98 | 1.1 | 1 | -10 | 0 | -4 | -2.3
c1cc2nnnn2nc1N1CCCCCC1 | -2 | -8 | 1 | 1.1 | 3 | -9 | -4 | -2 | 0.1
COc1cc(OC)cc(C(=O)NC2CCCCCCC2)c1 | -9 | -6 | 1.1 | 1.3 | -1 | -26 | 1 | 2 | -0.9
COc1ccc(CCNC(=O)CSc2nc3c(c(=O)n(C)c(=O)n3C)n2C(C)C)cc1OC | -19 | -2 | 1.2 | 1.1 | -1 | -13 | -3 | -4 | -0.9
Cc1ccc(-c2nc(-c3ccccn3)no2)cc1Cl | -7 | -7 | 1.1 | 1.1 | 0 | -14 | -8 | -4 | -1.7

Following part:
SMILES | mIAP block | A3G deaminase | mIAP act | hIAP act | GRIN3A LBD mod | hIAP inh | A3A deaminase | beta cell repl | MPTP inh
CCn1c(=O)c(C(=O)Nc2nc3ccccc3[nH]2)c(O)c2ccccc21 | 9 | -6 | 0.91 | 1.1 | -2 | -11 | -2 | 5 | 5.4
O=S(=O)(Nc1nc2ccccc2nc1N1CCN(c2ccccc2)CC1)c1ccc(F)cc1 | 10 | -5 | 0.9 | 0.93 | 24* | 7 | -1 | -4 | 79*
COc1ccc(C(CNC(=O)c2ccc(NS(=O)(=O)c3ccc4c(c3)OCCO4)cc2)N(C)C)cc1 (stereo unspecified) | -2 | -3 | 1 | 0.98 | -1 | 2 | 2 | -4 | 2.1
COc1ccc(C2CC(c3ccc(C)cc3)=NN2C(=O)CCC(=O)O)cc1OC (stereo unspecified) | -2 | 1 | 1 | 1.1 | · | -13 | 0 | 1 | 1.3
CC(C)CNC(=O)c1cc(S(=O)(=O)N2CCOCC2)ccc1N1CCCC1 | -10 | 0 | 1.1 | 1.3 | 0 | -32 | -1 | -3 | -0.6
COc1ccc(N2CCN(C(CNC(=O)C(=O)NCc3cccs3)c3ccco3)CC2)cc1 (stereo unspecified) | 2 | -1 | 0.98 | 1.1 | -1 | -8 | 2 | -1 | 0.1
COC(=O)c1ccc(C(=O)OC)c(N)c1 | 4 | -6 | 0.95 | 1.1 | · | -8 | -1 | -2 | ·
CCCCCCCn1ccc(O)c(CC(=O)OC)c1=O | -9 | -7 | 1.1 | 1 | -3 | -3 | -7 | 0 | -0.1
Cc1ccccc1SCc1noc(C(=O)NCC2CCCO2)c1C(=O)O (stereo unspecified) | 1 | -3 | 0.99 | 1 | 2 | -1 | 4 | 1 | -0.8
O=C(Nc1ccc(Cl)cc1)Nc1cccc2nsnc12 | 1 | -8 | 0.99 | 0.9 | 21* | 10 | 0 | -4 | 35
CCC(C(=O)NCc1cccnc1)n1nc(C)n2c(cc3occc32)c1=O (stereo unspecified) | 4 | -5 | 0.96 | 1 | -6 | 0 | -3 | -1 | -2.8
O=C(NCc1ccco1)C1CC(=O)N(c2ccc(O)cc2)C1 (stereo unspecified) | 0 | -7 | 1 | 0.94 | -2 | 6 | -4 | 4.7* | -0.6
O=C(O)CCNc1nc(C(F)(F)F)nc2ccccc12 | 5 | -3 | 0.95 | 1 | 1 | -1 | -1 | -1 | 0.9
Cc1cc([N+](=O)[O-])nn1Cc1ccc(C(=O)N/N=C/c2ccc(O)cc2O)cc1 | 12 | -11 | 0.88 | 1.5 | 10 | -48 | -9 | -2 | 2.8
COc1cccc(CNc2ccc3[nH]c(=O)[nH]c3c2)c1OCc1ccccc1 | -4 | -9 | 1 | 0.96 | -3 | 4 | -7 | -2 | 1.2
O=C(NCc1ccccc1)N1CCN(c2ccccc2)CC1 | 1 | 2 | 0.99 | 0.95 | 2 | 5 | -2 | -3 | 0.1
COCCn1c(SCC#N)nnc1-c1ccc2c(c1)OCO2 | 0 | -2 | 1 | 0.94 | 2 | 6 | 6 | -2 | -1.4
CCC(C)c1ccc(O)c(NC(=O)c2ncn[nH]2)c1 (stereo unspecified) | 28 | -1 | 0.72 | 1.4 | 1 | -45 | -1 | -3 | 1.0
O=C(CSc1nnc(-c2cccnc2)n1-c1ccccc1)Nc1ccccn1 | -6 | -7 | 1.1 | 1.1 | 2 | -7 | -4 | -2 | -2.8
O=C(c1cc([N+](=O)[O-])ccc1N1CCCC1)N1CCCCC1 | 10 | -2 | 0.91 | 0.91 | -1 | 10 | -2 | -1 | -1.1
Cc1cccc(C)c1OCC(O)Cn1nnc2ccccc21 (stereo unspecified) | 5 | -2 | 0.95 | 1.4 | 1 | -40 | -1 | 2 | 1.9
CCCN1CCN(S(=O)(=O)c2ccc3c(c2)CC(C)N3C(=O)C2CC2)CC1 (stereo unspecified) | -1 | 2 | 1 | 0.79 | 0 | 21 | 3 | 1 | -0.5
COC(=O)[C@H](C)NC(=O)/C=C/c1ccc(OC)cc1 | -2 | -5 | 1 | 0.79 | -3 | 21 | -2 | 5 | -0.2
COc1ccc(C(=S)NC2CCCCC2)cc1 | 13 | 34 | 0.87 | 0.82 | 2 | 18 | -3 | 0 | -2.4
CC1CCCCN1S(=O)(=O)c1ccc2c(c1)oc(=O)n2CC(=O)O (stereo unspecified) | 27 | -11 | 0.73 | 0.66 | 1 | 34 | -7 | -2 | -2.0

Next part, starting with the last four of the part before.
SMILES | mIAP block | A3G deaminase | mIAP act | hIAP act | GRIN3A LBD mod | hIAP inh | A3A deaminase | beta cell repl | MPTP inh
CCCN1CCN(S(=O)(=O)c2ccc3c(c2)CC(C)N3C(=O)C2CC2)CC1 (stereo unspecified) | -1 | 2 | 1 | 0.79 | 0 | 21 | 3 | 1 | -0.5
COC(=O)[C@H](C)NC(=O)/C=C/c1ccc(OC)cc1 | -2 | -5 | 1 | 0.79 | -3 | 21 | -2 | 5 | -0.2
COc1ccc(C(=S)NC2CCCCC2)cc1 | 13 | 34 | 0.87 | 0.82 | 2 | 18 | -3 | 0 | -2.4
CC1CCCCN1S(=O)(=O)c1ccc2c(c1)oc(=O)n2CC(=O)O (stereo unspecified) | 27 | -11 | 0.73 | 0.66 | 1 | 34 | -7 | -2 | -2.0
CC(C)CSc1nsc(N)n1 | -10 | 4 | 1.1 | 0.82 | 3 | 18 | 2 | -2 | -0.9
Cn1c(=O)c2cc(S(=O)(=O)NCCC(=O)Nc3ccccc3F)ccc2n(C)c1=O | 9 | -7 | 0.91 | 0.83 | 2 | 17 | 6 | 3 | -0.8
C/C(CC(=O)Nc1ccccn1)=N\NC(=O)C(=O)Nc1cccc(Cl)c1C | 16 | -2 | 0.84 | 1.1 | -1 | -6 | -2 | -2 | -16
COc1ccc(CN(C)CC(=O)NC2CCCc3ccccc32)cc1OC (stereo unspecified) | 9 | 0 | 0.91 | 0.96 | -1 | 4 | 3 | 6 | -2.2
Cc1cc(-n2cc(Br)c(=O)[nH]c2=O)nc(-c2ccccc2)n1 | 1 | 0 | 0.99 | 0.96 | -1 | 4 | 10 | 1 | 0.5
O=C(Cc1c(F)cccc1Cl)N1CCN(S(=O)(=O)c2cccs2)CC1 | 8 | -5 | 0.92 | 0.95 | -2 | 5 | -3 | -1 | -0.3
CN(C(=O)COC(=O)c1ccc([N+](=O)[O-])cc1N)c1ccccc1 | -7 | 23 | 1.1 | 0.96 | -3 | 4 | 1 | -2 | -0.8
CC(C)CC(=O)c1c[nH]c(C(=O)NCc2ccccc2)c1 | 0 | -8 | 1 | 0.94 | -1 | 6 | 2 | -1 | -0.9

GRIN3A LBD mod, hit marks shown above.
Compound | mIAP block | A3G deaminase | mIAP act | hIAP act | GRIN3A LBD mod | hIAP inh | A3A deaminase | MPTP inh
O=S(=O)(Nc1nc2ccccc2nc1N1CCN(c2ccccc2)CC1)c1ccc(F)cc1 | 10 | -5 | 0.9 | 0.93 | 24* | 7 | -1 | 79*
O=C(Nc1ccc(Cl)cc1)Nc1cccc2nsnc12 | 1 | -8 | 0.99 | 0.9 | 21* | 10 | 0 | 35

Compound activity: PubChem BioAssay, Sanford-Burnham Center for Chemical Genomics
